Screening results from PubChem BioAssay.
DRD3 agonist: D3 dopamine receptor (human) agonism. D3R DiscoveRx beta-arrestin cells, luminescence, 90 min. max activation, %. actives 0.58% (n = 410,000). AID 652048; in the data active = max activation above about 30%; also: 0% is about no effect; mostly tested at two doses, the higher about 12 µM
Target sequence (P35462 whole entry, looked up): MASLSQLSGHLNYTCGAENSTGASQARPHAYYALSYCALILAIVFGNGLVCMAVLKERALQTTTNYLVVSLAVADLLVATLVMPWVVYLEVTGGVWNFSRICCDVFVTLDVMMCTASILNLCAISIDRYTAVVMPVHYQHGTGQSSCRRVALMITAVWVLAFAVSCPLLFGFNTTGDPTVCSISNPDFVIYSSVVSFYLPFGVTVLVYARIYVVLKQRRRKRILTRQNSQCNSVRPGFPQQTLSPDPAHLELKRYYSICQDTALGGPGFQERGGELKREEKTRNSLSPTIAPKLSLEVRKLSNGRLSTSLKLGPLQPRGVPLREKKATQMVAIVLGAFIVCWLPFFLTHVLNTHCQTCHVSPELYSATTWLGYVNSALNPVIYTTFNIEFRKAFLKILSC
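Agonist-mode cell screen: cells plated at 1500/well and incubated overnight at 37 °C, then exposed to library compounds for 90 min at 37 °C. Detection reagent was added for 30–60 min at room temperature, and luminescence was read.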
D3 antag: blocks the human D3 dopamine receptor. actives 2.5% (n = 360,000). max response, negative = inhibition, %. P35462. AID 652054. D3R cells, DiscoveRx beta-arrestin luminescence, antagonist mode; hits give low values; in the data active = max response below about -50%; inconclusive = no clear call, values can overlap the other calls; also: % is scaled to controls: 0 for no effect and ±100 for the full control effect; mostly tested at two doses, the higher about 12 µM
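Cells plated overnight at 1500 cells/well, then exposed to library compounds with dopamine controls for 90 minutes at 37 degrees C. DiscoveRx reagent added for 30–60 minutes at room temperature; luminescence read, quantitative HTS format.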
FUS suppressor: rescues growth of FUS-expressing yeast; S. cerevisiae FUS-expressing, growth rescue, OD600, 24 h; Potency, µM (titrated, usually from 76.6 µM), inactives show at the top dose growth rescue (activation), hits mostly activators; actives 0.24% (n = 390,000); AID 1347120;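 also: potency is read from the fitted curve at half-maximal effect; plate controls were DMSO vehicle for no effect and reference control for full effect; nearly all actives have a fitted effect of over 55% in size; some results filed as inactive show a strong effect at the top dose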
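Compound concentration series was pinned onto galactose-induced FUS-expressing yeast seeded at OD 0.005. Plates sat 24hr at 30C; absorbance at 600 nm gave growth. DMSO served as background control.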
EPAC2 agonist: agonists of human EPAC2 (RAPGEF4); EPAC2 activation, biochemical qHTS; response scale: 100% = 6.5 mM cAMP response; Potency, µM (titrated, usually from 154 µM), inactives show at the top dose activation, most hits filed as activators; actives 0.079% (n = 360,000); Q8WZA2; also: potency is read from the fitted curve at half-maximal effect; nearly all actives have a fitted effect of over 50% in size
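Setup: EPAC2 100 nM, labeled Rap1B complex 250 nM, free GDP 50 uM. Compound titrations pinned in, brief spin, 5 min room temperature incubation. Kinetic fluorescence read over 30 min, normalized to 6.5 mM cAMP.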
TDP43 rescue: TDP-43 toxicity inhibition in yeast | TDP-43 expressing yeast growth rescue, BacTiter-Glo, 24 h | Potency, µM (top dose mostly 46.1 µM), inactives show at the highest dose growth rescue (activation), most hits filed as activators | actives 1.8% (n = 410,000); also: potency is read from the fitted curve at half-maximal effect; % of control where 0% means no effect; nearly all actives have a fitted effect of over 50% in size
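Galactose-induced TDP-43 yeast, OD600=0.02, compound pinned; 24 hr, 30 deg C; BacTiter-Glo luminescence for growth. Inhibitors of TDP-43 toxicity read as activators.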
EPAC2 antag: blocks human EPAC2 exchange factor | Potency, µM (series often up to 114 µM), inactives show top-dose activity, negative = inhibition, usual class: inhibitors | AID 720708 | Q8WZA2 | EPAC2 GEF exchange of Rap1B-BODIPY-GDP, fluorescence | actives 0.18% (n = 360,000); also: potency is read from the fitted curve at half-maximal effect; % is scaled to controls: 0 for no effect and ±100 for the full control effect; nearly all actives have a fitted effect of over 45% in size; many of its hits are not listed in these tables
aSyn yeast inh: alpha-synuclein toxicity inhibition in yeast; Yeast expressing alpha-synuclein, growth rescue, BacTiter-Glo, 24 h; Potency, µM (top dose mostly 46.1 µM), inactives show top-dose growth rescue (activation), actives largely listed as activators; actives 0.14% (n = 370,000); AID 652106; also: potency is read from the fitted curve at half-maximal effect; % of control where 0% means no effect; nearly all actives have a fitted effect of over 65% in size
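Screening used galactose-induced yeast with toxic alpha-synuclein levels, exposed to compound for 24 hr at 30 deg C. Cell growth, read with BacTiter-Glo luminescence, gave the measured signal.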
Abeta yeast res: restores growth of yeast expressing A-beta42 peptide; actives 0.063% (n = 410,000); yeast expressing A-beta42, growth rescue, OD600, 48 h; response scale: 0% DMSO, 100% iron-clioquinol control; AID 1347071; Potency, µM (series often up to 46.1 µM), without a hit: at the highest dose growth rescue, usual class: activators; also: potency is read from the fitted curve at half-maximal effect; nearly all actives have a fitted effect of over 55% in size
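Growth rescue measured by 600 nm absorbance after 48 h yeast culture at 30 C with compound. Values normalized between DMSO and an equimolar ferric chloride plus clioquinol control.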
* = called active by the depositor; ? = inconclusive; . = not tested or not shown; [ ] = remark or other dose. Unless noted, calls follow the shape of the dose curve; as a rule, active = well fitted curve in the direction sought with a large enough effect; inconclusive = small, poorly fitted or top-dose-only effect, or another doubt; inactive = no such curve, though single readings can be large; an effect the other way counts as inactive or inconclusive.

Structure | DRD3 agonist | D3 antag | aSyn yeast inh | FUS suppressor | Abeta yeast res | EPAC2 antag | EPAC2 agonist | TDP43 rescue
CCOc1ccc(NC(=O)CN(C)C(=O)CCc2ccccc2Cl)cc1OCC | 2 | -10 | -1% | . | 12% | -1% | 3% | -11%
COCn1c(-c2cccc(Br)c2)nc2ccccc21 | 21 | -18 | -14% | 4% | -58%[inhibitor] | 0% | 4% | -17%
O/N=C1/C2C3CC4C5C3C1C5C1(OCCO1)C42 (stereo unspecified) | -1 | 16 | 0% | -4% | 5% | 11% | 5% | -19%
CCN(CC)c1ncnc2c1ncn2[C@H]1CN(Cc2ccncc2)C[C@@H](CO)O1 | 3 | 8 | 0% | -13% | -21% | -4% | 5% | 19%
CCOc1ccc(NC(=O)c2c(Nc3ccccc3C)sc(C(=O)c3ccc(Cl)cc3)c2N)cc1 | 0 | . | . | 43% | 14% | . | . | -10%
O=C(Nc1cccc(C(F)(F)F)c1)c1cccnc1NCCc1ccccc1 | 1 | -7 | -60%[inhibitor] | 44% | -92%[inhibitor] | -14% | -8% | -84%[inhibitor]
CC(=O)Oc1ccc2cc(-c3nc4ccccc4n3C)c(=O)oc2c1 | 29 | 26 | 1% | -9% | 16% | 8% | 10% | 6%
CCOC(=O)c1[nH]c2ccc(OC)cc2c1NC(=S)N1CCN(C(=O)OCC)CC1 | -7 | -8 | -8% | 12% | 5% | -5% | 9% | 3%
OCC1OC(n2cnc3c(N4CCCCC4)ncnc32)C(O)C1O (stereo unspecified) | -12 | 33 | 3% | . | 2% | 12% | 1% | 26%
O=c1oc(-c2ccccc2NS(=O)(=O)c2ccc(F)cc2)nc2ccccc12 | -9 | -5 | 2% | -1% | -9% | 9% | 14% | -2%
O=C(NCCCN1CCCC1=O)C(=O)Nc1cccc(F)c1 | -4 | 9 | 4% | -11% | 7% | 4% | -2% | -17%
COC(=O)c1ccccc1C(=O)N1CCOCCN(C(=O)c2ccccc2C(=O)OC)CCOCC1 | 5 | 3 | 0% | . | 6% | 2% | -5% | 3%
CCC(CC)c1nnc(NC(=O)c2ccc([N+](=O)[O-])cc2)s1 | -4 | 0 | -7% | . | 8% | 6% | 8% | 17%
COC(=O)c1cc(OC)nc2ccc(Br)cc12 | -7 | 10 | -3% | 1% | -18% | ? | 12% | 1%
Cn1c(N)c(C(=O)COC(=O)c2ccc(C(F)(F)F)cc2)c(=O)n(C)c1=O | 4 | 25 | 4% | . | 6% | -14% | -11% | ?
O=C(CCc1nc2ccccc2c(=O)[nH]1)Nc1cc(Cl)ccc1N1CCCCC1 | 2 | -3 | 9% | 24% | 1% | 3% | 7% | 24%
O=C(Nc1cccc(S(=O)(=O)N2CCCC2)c1)c1cccc(S(=O)(=O)N2CCOCC2)c1 | 1 | 17 | 0% | 33% | -9% | 3% | -3% | 22%
CCn1nc(C)c(CNC(=O)c2cc(COc3ccc(F)cc3Cl)on2)c1C | 11 | 21 | 2% | ? | 22% | 5% | 2% | ?
CSc1ccc(/C=N/Nc2nc(C)cc(=O)[nH]2)cc1 | -4 | 12 | 1% | 10% | -6% | 8% | 0% | 19%
Cc1cc(NC(=O)c2ccc(F)cc2)n(C)n1 | 2 | 7 | 0% | -40% | -5% | 9% | -5% | 12%
CC(C)NC(=O)COc1coc(CN2CCN(C(=O)c3ccco3)CC2)cc1=O | -11 | 12 | 1% | 4% | 3% | 12% | -3% | 1%
Cc1cc(C)c2c(=O)[nH]c(=O)n(Cc3ccccc3)c2n1 | 6 | 11 | -6% | . | 2% | 12% | 8% | 16%
Cc1cc(=O)cc(C)[nH]1 | 4 | 10 | -7% | -18% | 1% | 6% | 8% | -12%
COc1ccccc1N1CCN(Cc2cc(=O)oc3ccccc23)CC1 | 6 | 6 | 0% | -38% | 2% | -6% | -2% | 9%
COc1ccc(OCC(=O)Nc2cc(S(=O)(=O)N3CCCC3)ccc2Cl)cc1 | 7 | 6 | 4% | 18% | 4% | -8% | -5% | 18%
COc1cc(CNCCC2CCOC(C)(C)C2)ccc1O (stereo unspecified) | 7 | 0 | 2% | -15% | 9% | -2% | 1% | 20%
O=C(Nc1ccc(S(=O)(=O)Nc2nccs2)cc1)c1ccc(N2C(=O)c3ccccc3C2=O)cc1 | 0 | -5 | -17% | 11% | -4% | -6% | 3% | 4%
O=C(Nc1ccccn1)C1(c2ccccc2)CCCC1 | 0 | -4 | 11% | 3% | 5% | 1% | 3% | 10%
COc1cc(OC)c(N(C)C(=O)c2sc3nc4n(c(=O)c3c2C)CCCCC4)cc1Cl | 6 | . | . | 1% | 4% | . | . | 18%
CC1=C(C(=O)Nc2cc(C)ccc2C)C(c2cccs2)NC(=S)N1 (stereo unspecified) | 11 | -4 | 6% | 31% | 21% | 4% | -3% | -8%
COc1ccc(-c2noc(CCC(=O)NCCCN3CCC(Cc4ccccc4)CC3)n2)cc1 | -2 | ? | 0% | 19% | 9% | -3% | 6% | 4%
C=C(C)C1Cc2nc(N)nc(C)c2C1 (stereo unspecified) | 1 | 14 | -14% | 9% | 8% | 4% | -2% | 24%
CCOC(=O)NN=C1CN(S(=O)(=O)c2ccc(C)cc2)C1 | -6 | 0 | -6% | -17% | -15% | -8% | 5% | 27%
O=C(N/N=C/c1cccs1)c1ccc2ncccc2c1 | -3 | -7 | -3% | -2% | -2% | -2% | -4% | -3%
CCOC(=O)C1CCN(C(=O)C23CC4CC(CC(C4)C2)C3)CC1 | -1 | -1 | -5% | 16% | -13% | -3% | 5% | 6%
O=c1[nH]c(CN2CCN(S(=O)(=O)c3ccc4c(c3)OCCO4)CC2)nc2sc3c(c12)CCCC3 | -3 | 6 | 3% | -2% | 5% | 5% | 5% | 14%
COc1cccc(CNS(=O)(=O)c2cc3c4c(c2)CCN4C(=O)CC3)c1 | -29 | -72* | -2% | 10% | -20% | -10% | 13% | -14%
Cc1cccc(CC(=O)Nc2c3c(nn2-c2cccc(Cl)c2)CS(=O)C3)c1 (stereo unspecified) | 6 | 3 | -8% | 16% | ? | -3% | 10% | 2%
O=S(=O)(/N=C(/Nc1cccc2ccccc12)c1ccccc1)c1ccccc1 | 14 | 12 | 9% | -3% | -1% | -29% | 7% | 0%
CN(C)CCCN1C(=O)C(O)=C(C(=O)c2cc3ccccc3o2)C1c1ccccc1 (stereo unspecified) | 2 | -4 | 3% | 17% | 2% | 7% | -1% | 13%

Overlap with the part before: 2 compounds, then new ones.
Structure | DRD3 agonist | D3 antag | aSyn yeast inh | FUS suppressor | Abeta yeast res | EPAC2 antag | EPAC2 agonist | TDP43 rescue
O=S(=O)(/N=C(/Nc1cccc2ccccc12)c1ccccc1)c1ccccc1 | 14 | 12 | 9% | -3% | -1% | -29% | 7% | 0%
CN(C)CCCN1C(=O)C(O)=C(C(=O)c2cc3ccccc3o2)C1c1ccccc1 (stereo unspecified) | 2 | -4 | 3% | 17% | 2% | 7% | -1% | 13%
CCC/C=N/NC(=O)c1[nH]c2c([N+](=O)[O-])cccc2c1C | -15 | ? | -4% | 27% | -1% | 3% | 0% | -10%
O=c1c2ccc(F)cc2sn1-c1ccccc1 | -6 | -14 | -87%[inhibitor] | -29% | -83%[inhibitor] | 6% | 10% | -92%[inhibitor]
COc1ccc(NS(=O)(=O)c2ccc(F)c(F)c2F)cc1S(=O)(=O)N1CCOCC1 | 7 | 6 | 0% | -14% | -5% | 1% | 2% | 5%
O=[N+]([O-])c1ncc(Br)cc1Nc1ccccc1 | -2 | -23 | -6% | 4% | -68%[inhibitor] | -3% | 8% | ?
O=C(CCl)NN1C(=O)NC2(CCCCC2)C1=O | -3 | -9 | -4% | -38% | -5% | 5% | 14% | 7%
COc1ccccc1N1CCN(C(=O)c2ccc3ncsc3c2)CC1 | 7 | 1 | 0% | 8% | 5% | 2% | 5% | 19%
O=C(CCCc1ccccc1)NCCC1=CCCCC1 | 0 | -5 | -6% | 20% | 2% | -5% | 6% | 10%
Cc1ccc(CCNC(=O)CCn2nc(-c3ccc(Cl)cc3)ccc2=O)cc1 | -4 | . | 6% | 4% | -12% | . | . | 19%
CCn1cc(CNC(=O)C2CCC(=O)N(Cc3ccc(Cl)cc3)C2)cn1 (stereo unspecified) | -3 | -12 | -1% | 10% | -8% | 1% | 12% | -1%
C[C@H](CO)N1C[C@H](C)[C@@H](CN(C)Cc2ccncc2)Oc2ccc(NC(=O)Cn3cnnn3)cc2C1=O | 0 | -25 | 0% | -10% | 10% | 15% | 0% | 15%
Cn1nc(C(F)(F)F)c(-c2ccc(F)cc2)c1NC(=O)Nc1ccc(F)cc1 | -9 | -9 | -1% | 10% | 6% | -6% | 2% | 9%
CC(C)(C)NC(=O)Cn1c(-c2nonc2N)nc2ccccc21 | 10 | 15 | 25% | 3% | 14% | 2% | -3% | 17%
CCOc1c(Br)cc(C(=O)N2CCCN(C)CC2)cc1OC | -1 | 2 | 0% | -14% | 4% | 7% | 2% | 16%
O=C(O)C1CCCN(S(=O)(=O)c2cccc3cccnc23)C1 (stereo unspecified) | 2 | 0 | -5% | -12% | -16% | 16% | 10% | -1%
Cc1ccc(-n2ncc3c(=O)[nH]c(SCC(=O)N4CCCCC4)nc32)cc1 | -2 | 23 | 3% | -11% | 4% | 0% | 1% | ?
COc1ccc([N+](=O)[O-])cc1-c1nc2ccccc2nc1-c1ccccc1 | -2 | -27 | 1% | -2% | -12% | ? | 17% | -5%
O=C(NNC1OC(CO)C(O)C(O)C1O)c1cccnc1 (stereo unspecified) | 1 | 2 | 0% | -3% | -9% | 9% | 6% | 16%
CCOc1ccc(N2CC(NC(=O)/C=C\c3ccc4c(c3)OCO4)CC2=O)cc1 (stereo unspecified) | 4 | . | . | 1% | 5% | . | . | 23%
COc1ccc(-c2ccc(CN3C(C)C(=O)N(Cc4cn(Cc5ccco5)nn4)CCS3(=O)=O)cc2)cc1 (stereo unspecified) | -2 | 23 | 20% | ? | 1% | 3% | -6% | 31%
COc1cc(-n2c(=O)c3ccccc3n(Cc3cc(=O)n4ccccc4n3)c2=O)cc(OC)c1OC | 5 | 58 | 0% | . | 5% | 4% | 3% | 13%
Cc1ccc(N2CC(C(=O)OCC(=O)Nc3cccc(Cl)c3C)CC2=O)cc1 (stereo unspecified) | -5 | -28 | -5% | 17% | -4% | -4% | -3% | -11%
CCCCn1c(SC(C)C(=O)c2ccc(OC)cc2)nc2cc(S(N)(=O)=O)ccc21 (stereo unspecified) | 4 | -18 | 2% | ? | 10% | ? | -2% | -16%
Cc1ccc(N(CC(=O)Nc2cc(Cl)ccc2Oc2ccccc2)S(C)(=O)=O)c(C)c1 | -7 | 19 | 1% | 9% | 15% | -1% | 12% | 9%

This is a subset (hit frequency here may not be typical).
